Abeta yeast res: qHTS for compounds that reverse cellular toxicity of Amyloid beta (A-beta) peptide in yeast: Primary Screen | yeast expressing A-beta42, growth rescue, OD600, 48 h; response scale: 0% DMSO, 100% iron-clioquinol control | Potency, µM (doses to about 46.1 µM), without a hit: at the top dose growth rescue, hits mostly activators | 410,000 tested, 0.063% active; note: potency is the fitted concentration of half-maximal effect; nearly all actives have a fitted effect of over 55% in size
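Yeast growth medium received pinned compounds, then yeast cells expressing toxic A-beta were added; plates incubated at 30 C for 48 hr. Growth read as absorbance at 600 nm, normalized to DMSO and equimolar FeCl3 plus clioquinol controls.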
PI5P4Ka inh: qHTS for Inhibitors of phosphatidylinositol 5-phosphate 4-kinase (PI5P4K); Phosphatidylinositol 5-phosphate 4-kinase type-2 alpha (Homo sapiens), P48426; PI5P4Kalpha enzyme, ADP-Glo luminescence, 60 min; hits give low values; max response, %; 330,000 tested, 1.2% active; active = max response of -50% or lower; inconclusive = between -30% and -50%; inactive = -30% or higher; note: value at the top dose of about 77 µM; % is set by controls: 0 for no effect and ±100 for the full control effect
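PI5P4Kalpha ADP-Glo assay; 5 microM ATP final; 60 min RT reaction; HEPES pH 7.4/EGTA/CHAPS, 5% DMSO; controls lacking substrate or enzyme; luminescent end-point.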
PLK1 PBD block: qHTS for Inhibitors of PLK1-PDB (polo-like kinase 1 - polo-box domain): Primary Screen; Potency, µM, inactives show max response, negative = inhibition, hits mostly inhibitors; AID 720504, 2013; Plk1 PBD binding of FITC phosphopeptide, fluorescence polarization; 360,000 tested, 2.8% active; Serine/threonine-protein kinase PLK1 (Homo sapiens), P53350; note: potency is the fitted concentration of half-maximal effect; series mostly up to about 57 µM; % is set by controls: 0 for no effect and ±100 for the full control effect; nearly all actives have a fitted effect of over 65% in size
WRN inhibitor: qHTS for Inhibitors of WRN Helicase. Bifunctional 3'-5' exonuclease/ATP-dependent helicase WRN (Homo sapiens), Q14191. WRN helicase unwinding, fluorescent forked duplex, kinetic. Potency, µM (doses to about 114 µM), for inactives: at the top dose activity change, negative = inhibition, actives largely listed as inhibitors. 360,000 tested, 0.46% active; note: potency is the fitted concentration of half-maximal effect; % is set by controls: 0 for no effect and ±100 for the full control effect; nearly all actives have a fitted effect of over 55% in size
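Fluorescence dequenching readout, ex 525 nm/em 598 nm, kinetic mode: forked duplex DNA (100 nM final) with adjacent fluorophore and quencher unwound by WRN (20 nM final) with 2 mM ATP. Compound preincubation 15 min, room temperature.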
IL2 activator: qHTS of IL-2 Activators. IL-2 activation reporter assay, cell-based qHTS; stimulated with anti-CD3/CD4/CD28 beads; in transgenic mouse T cells. activation, % (series mostly up to about 46 µM). 360,000 tested, 0.065% active; in the data active = activation above about 50%; inconclusive = mostly about 30% to 49%; note: 0% is about no effect
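First, unstimulated transgenic mouse T cells were exposed to compound for 60 min. Next, anti-CD3/anti-CD4-coated beads with anti-CD28 were added. Finally, after 18 h at 37 degrees C, EGFP and DsRed were imaged.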
EPAC1 ag: qHTS for Agonist of cAMP-regulated guanine nucleotide exchange factor 3 (EPAC1): primary screen; Rap guanine nucleotide exchange factor 3 (Homo sapiens), O95398; EPAC1 agonist qHTS, biochemical assay; response scale: 100% = response to 6.5 mM cAMP; Potency, µM (top dose mostly 154 µM), for the others: top-dose activation, hits mostly activators; 360,000 tested, 0.073% active; AID 720707, 2013; note: potency is the fitted concentration of half-maximal effect; nearly all actives have a fitted effect of over 60% in size
Target sequence (O95398 whole entry, looked up): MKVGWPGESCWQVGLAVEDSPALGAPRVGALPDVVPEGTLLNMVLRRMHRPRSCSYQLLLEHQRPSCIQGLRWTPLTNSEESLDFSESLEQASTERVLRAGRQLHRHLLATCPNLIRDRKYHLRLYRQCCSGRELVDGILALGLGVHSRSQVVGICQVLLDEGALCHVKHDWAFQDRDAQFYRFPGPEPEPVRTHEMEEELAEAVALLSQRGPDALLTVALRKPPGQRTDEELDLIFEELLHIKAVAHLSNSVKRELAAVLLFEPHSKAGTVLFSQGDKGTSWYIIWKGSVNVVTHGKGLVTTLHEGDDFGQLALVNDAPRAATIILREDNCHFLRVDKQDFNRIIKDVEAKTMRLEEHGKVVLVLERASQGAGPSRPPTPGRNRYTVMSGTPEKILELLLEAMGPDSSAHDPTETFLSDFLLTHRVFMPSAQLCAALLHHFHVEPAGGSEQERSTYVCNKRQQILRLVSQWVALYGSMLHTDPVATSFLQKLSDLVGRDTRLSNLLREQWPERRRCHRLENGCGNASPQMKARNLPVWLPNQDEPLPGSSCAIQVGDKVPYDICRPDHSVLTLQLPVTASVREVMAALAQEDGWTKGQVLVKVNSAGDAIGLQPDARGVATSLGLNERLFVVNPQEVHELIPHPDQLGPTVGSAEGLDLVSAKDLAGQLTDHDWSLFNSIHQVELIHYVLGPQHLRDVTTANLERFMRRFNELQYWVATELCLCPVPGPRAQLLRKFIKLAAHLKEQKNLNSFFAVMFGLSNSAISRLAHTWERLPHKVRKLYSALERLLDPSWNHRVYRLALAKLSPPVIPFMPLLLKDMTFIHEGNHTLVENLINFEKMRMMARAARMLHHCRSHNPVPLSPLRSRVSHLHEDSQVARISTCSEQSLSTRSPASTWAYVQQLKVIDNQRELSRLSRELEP
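Multi-concentration qHTS readout: loss of Rap1B-bound BODIPY-GDP fluorescence driven by 100 nM EPAC1 with excess GDP (50 uM), monitored kinetically at room temperature; agonist response expressed relative to 6.5 mM cAMP.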
FUS suppressor: qHTS for Suppressors of FUS Proteinopathy: Primary screen using FUS-linked yeast assay; S. cerevisiae FUS-expressing, growth rescue, OD600, 24 h; Potency, µM (doses to about 76.6 µM), inactives show top-dose growth rescue (activation), most hits filed as activators; 390,000 tested, 0.24% active;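 note: potency is the fitted concentration of half-maximal effect; plate controls were DMSO vehicle for no effect and reference control for full effect; nearly all actives have a fitted effect of over 55% in size; some results filed as inactive show a strong effect at the top dose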
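Cultures pregrown in 2.5% raffinose medium are shifted to minimal medium containing 2% galactose to express toxic FUS. Compounds are tested at several concentrations. After 24hr at 30C, growth is quantified at 600 nm absorbance.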
aSyn yeast inh: qHTS of alpha-syn Inhibitors | AID 652106, 2013 | 370,000 tested, 0.14% active | Yeast expressing alpha-synuclein, growth rescue, BacTiter-Glo, 24 h | Potency, µM (titrated, usually from 46.1 µM), without a hit: at the top dose growth rescue (activation), most hits filed as activators; note: potency is the fitted concentration of half-maximal effect; % of control where 0% means no effect; nearly all actives have a fitted effect of over 65% in size
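Rescue of yeast growth: cells expressing toxic alpha-synuclein, induced in galactose at OD600 0.02, incubated with compound 24 h at 30 C. ATP luminescence quantified growth; inhibitors of toxicity appear as activators.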
EPAC1 antag: qHTS for Antagonist of cAMP-regulated guanine nucleotide exchange factor 3 (EPAC1): primary screen; Rap guanine nucleotide exchange factor 3 (Homo sapiens), O95398; 360,000 tested, 0.14% active; Potency, µM (top dose mostly 115 µM), without a hit: at the highest dose activity change, negative = inhibition, actives largely listed as inhibitors; EPAC1 GEF assay, Rap1b-BODIPY-GDP exchange fluorescence;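 note: potency is the fitted concentration of half-maximal effect; plate controls were vehicle for no effect and positive control for full effect; nearly all actives have a fitted effect of over 50% in size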
* = called active by the depositor; ? = inconclusive; nt = not tested or not shown; & = joins results of further samples; [ ] = another dose, or the depositor's remark. Unless noted, calls come from the whole dose curve; as a rule, active = well fitted curve in the direction sought with a large enough effect; inconclusive = small, poorly fitted or top-dose-only effect, or another doubt; inactive = no such curve, though single readings can be large; an effect the other way counts as inactive or inconclusive.

Results follow in this order: Abeta yeast res	PI5P4Ka inh	PLK1 PBD block	WRN inhibitor	IL2 activator	EPAC1 ag	FUS suppressor	aSyn yeast inh	EPAC1 antag
> COc1cccc(/C=N/NC(=S)NC2CC3CCC2C3)c1OC (stereo unspecified)
    ?	-1	-3%	-4%	0.4	-6%	3%	-8%	-6%
> CC(OC(=O)c1cccnc1SCc1cc(=O)n2ccccc2n1)c1ccccn1 (stereo unspecified)
    8%	nt	-6%	1%	-2.0	3%	-1%	14%	5%
> Cn1c(N)c(C(=O)COC(=O)c2ccccc2C(=O)c2ccccc2)c(=O)n(C)c1=O
    5%	0	-11%	4%	-0.7	6%	5%	-11%	2%
> O=C(c1ccc(OC2CCN(Cc3ccccn3)CC2)cc1)N1CCCC(O)C1 (stereo unspecified)
    -16%	9	-5%	-1%	-0.6	-3%	16%	-3%	-11%
> COc1ccccc1C(=O)NCCC(=O)N(Cc1ccco1)Cc1cccs1
    2%	-10	-20%	-13%	-0.4	-11%	25%	-2%	-10%
> CCOc1ccc(N(CC(=O)NC(C(C)C)C(C)C)S(=O)(=O)c2ccc(OC)c(OC)c2)cc1
    -1%	15	-14%	-8%	-2.3	2%	38%	-6%	-27%
> COC(=O)c1cccc(COC(=O)c2cccnc2SC)c1
    -6%	7	3%	-6%	-0.1	10%	19%	1%	-1%
> CC1(C)C(/C=C/C=C/C=C/C=C2\N(CCCCS(=O)(=O)O)c3ccc4ccccc4c3C2(C)C)=[N+](CCCCS(=O)(=O)[O-])c2ccc3ccccc3c21
    -40%[inhibitor]	-90*	?	45µM*	0.0	2%	?	-18%	?
> Fc1cc(F)c(NC(=S)N2CCOCC2)c(F)c1
    -16%	-5	9%	-7%	1.1	2%	3%	1%	-1%
> O=C(CCn1c(=O)c2cccn2c2cccnc21)N1CCN(c2cccc(Cl)c2)CC1
    -12%&-22%	?	3.4µM*	-4%	-4.4	-6%	-5%&5%	18%	-8%
> CC(=O)c1ccc(O)c(CC=C(C)C)c1O
    2%	17	0%	-3%	2.3	-17%	-6%	7%	-4%
> COc1ccc2c3c([nH]c2c1)[C@H]1C[C@H]2[C@H](C[C@@H](O)[C@H](OC)[C@H]2C(=O)O)CN1CC3
    -10%	1	-9%	?	-0.2	-1%	-19%	3%	4%
> CN(c1cccc(NC(=O)CN2C(=O)c3ccccc3S2(=O)=O)c1)S(C)(=O)=O
    -11%[9.22 µM]	-11	-6%	-18%	-1.3	3%	6%	-2%	-13%
> Cc1cccc(N=C2NC(=O)/C(=C/c3cn(C)c4ccccc34)S2)c1
    0%	0	-7%	-28%	0.2	19%	?	6%	-26%
> Cc1ccc(S(=O)(=O)N2CCC(C(=O)OCC(=O)N(CCC#N)c3ccc(F)cc3)CC2)cc1C
    -1%	-2	-12%	-1%	-4.9	1%	30%	-2%	-1%
> Cc1cc(C)c(C#N)c(SCC(=O)N(C)C2CCCCC2)n1
    1%	0	-17%	7%	-1.5	6%	28%	2%	1%
> CC(=O)OC[C@@H]1CN(Cc2ccccc2)C[C@H](n2cnc3c(Nc4ccccc4)ncnc32)O1
    -6%	1	0%	-6%	1.1	12%	24%	12%	-16%
> CC1CC(C)CN(CCCNC(=O)CN2C(=O)c3cccnc3Oc3ccccc32)C1 (stereo unspecified)
    3%	-2	3%	-5%	-0.1	1%	-3%	0%	21%
> NNC(=O)C(=O)/C=C1\NC2(CCCC2)Cc2ccccc21
    12%	3	-10%	5%	-0.5	9%	28%	-8%	?
> O=C(O)CNC(=S)N(Cc1ccccc1)Cc1ccccc1F
    4%	3	1%	6%	0.5	4%	-24%	-4%	-5%
> COc1ccc(C(=O)N2CCC2(C)C(=O)NC(C)C)cc1 (stereo unspecified)
    12%	3	-5%	7%	0.7	-21%	-21%	10%	7%
> CNC(=S)N1CCN(S(=O)(=O)c2ccc3ccccc3c2)CC1
    -13%	-2	-10%	6%	-2.2	3%	23%	7%	-7%
> CC(C)Cn1c(N)c(C(=O)COC(=O)c2cc(C(F)(F)F)nc3ccccc23)c(=O)n(C)c1=O
    25%	1	5%	1%	-0.6	4%	11%	4%	-9%
> Nc1cnc(CNc2ccccc2Cl)cn1
    -12%	-3	-17%	-7%	0.1	2%	-15%	-2%	-23%
> CCC1(c2ccccc2)NC(=O)N(CC(=O)Nc2cc(Cl)ccc2N2CCOCC2)C1=O (stereo unspecified)
    0%	4	-3%	5%	-4.2	1%	41%	-3%	4%
> O=C(COC(=O)c1ccccc1-c1nc2ccccc2s1)NC1CCS(=O)(=O)C1 (stereo unspecified)
    3%	11	-2%	-27%	-0.3	3%	nt	0%	-6%
> Fc1cc2nccnc2cc1N1CCSCC1
    -2%	nt	-5%	-3%	-1.2	4%	16%	0%	2%
> CN(c1cc(Cl)c2c(c1)OCO2)c1cc2c(c3c1ccn3C)C1CCC2C1 (stereo unspecified)
    ?	27	-11%	-5%	-0.8	24%	3%	-1%	-15%
> CCOc1cc(C)c(Cl)cc1S(=O)(=O)n1ccnc1
    -16%	-2	0%	4%	-0.3	-2%	4%	1%	-15%
> CSCCC(C(=O)Nc1c(C)cccc1C)N(C)CCc1ccccc1 (stereo unspecified)
    12%	3	1%	-8%	-1.0	2%	6%	-1%	-10%
> CS(=O)(=O)N1Cc2ccccc2CC1C(=O)OCC(=O)NCc1ccccc1 (stereo unspecified)
    5%	?	7%	?	-0.5	-2%	nt	4%	-9%
> CN1/C(=C\C(=O)COC(=O)C2COc3ccccc3O2)C(C)(C)c2ccccc21 (stereo unspecified)
    3%	4	5%	-25%	-1.0	10%	-5%	0%	-19%
> c1ccc2c(c1)nc(N1CCOCC1)c1nncn12
    -3%	-1	1%	7%	0.9	-9%	-18%	-5%	7%
> COC(=O)c1cn(C(=O)c2ccc(C)c(C)c2)c2ccccc12
    12%	10	6%	-6%	-0.6	7%	nt	0%	-3%
> CCOC(=O)C1=C(C)OC(N)=C(C#N)C1c1cc2ccccc2nc1N1CCCCC1 (stereo unspecified)
    9%	1	?	-17%	-1.1	5%	35%	4%	18%
> C[C@@H]1CN(c2nc3nonc3nc2N2CCSCC2)C[C@H](C)O1
    -6%	-4	-13%	-11%	1.2	5%	25%	0%	-6%
> Fc1ccc(CN2CCCN(Cc3nc(-c4ccc5c(c4)OCO5)no3)CC2)cc1
    3%	-1	-14%	0%	0.3	12%	10%	0%	-21%
> CCOC(=O)c1cc(-c2ccccc2)nc2c(O)cccc12
    0%	34	-8%	-8%	-5.2	24%	nt	12%	-7%
> Cc1ccsc1CNC(=O)C1(C)CCN1C(C)C (stereo unspecified)
    -10%	-1	-13%	5%[57.1 µM]	-0.4	7%	-21%	5%	-7%
> CC(C)(C)S(=O)N1Cc2cc(C(=O)N3CCOCC3)nc(-c3cccc(Br)c3)c2[C@H]1CCO (stereo partly specified)
    -14%	-1	?	-5%	-0.6	-5%	8%	-3%	32%[activator]
> O=C(NC1CCCCC1)NC1CCN(S(=O)(=O)Cc2ccccc2)CC1
    -13%	2	-18%	1%	0.4	0%	-15%	0%	-4%
> Cc1ccc(C(=O)Nc2cccc3[nH]c(C(F)(F)F)nc23)cc1
    -6%	-1	2%	-6%	-0.9	-12%	16%	-13%	20%
> CCOc1ccccc1C(=O)OCC(=O)Nc1cccc(S(=O)(=O)N2CCCC2)c1
    22%	5	-5%	-5%	0.7	8%	32%	-1%	-15%
> COC(=O)Cn1c(N)[n+](Cc2ccccc2)c2ccccc21
    3%	0	8%	6%	0.5	5%	-16%	1%	-9%
> O=C(CNC(=O)c1ccco1)Nc1ccc(OC(F)F)cc1
    3%	-3	2%	-5%	0.0	-8%	4%	-10%	-20%
> N#Cc1ccccc1S(=O)(=O)N1CCN(C(=O)c2cc(-c3ccccc3)nn2-c2ccccc2)CC1
    -3%	3	1%	-6%	1.6	-4%	19%	-3%	0%
> O=C(CCNS(=O)(=O)c1ccccc1Cl)N1CCN(c2ccccn2)CC1
    -8%	1	-6%	15%	1.0	3%	nt	1%	6%
> S=c1[nH]nc(-c2ccccn2)n1/N=C/c1ccc(-c2ccccc2Cl)o1
    -26%	-27	?	-20%	-5.9	4%	1%	9%	?
> N/C(=N\OC(=O)C(c1ccccc1)c1ccccc1)c1ccccn1
    -36%[inhibitor]	-3	-3%	-1%	0.3	6%	14%	-17%	3%
> Cc1ccc(S(=O)(=O)N2C3CCCCC3O[C@H]2CC(=O)c2ccccc2)cc1 (stereo partly specified)
    -3%	1	-13%	0%	1.8	22%	33%	2%	-5%
> COC(=O)c1ccc2ccn(CC(=O)NC3CCCCC3)c2c1
    9%	-1	3%	0%	1.8	1%	-7%	0%	11%
> Nc1nc(Br)c2c(F)cccc2c1-c1ccc(Cl)cc1
    -11%	nt	-3%	-10%	-0.5	10%	49%	4%	-2%
> CCOC(=O)COn1c(=O)c(-c2ccccc2)[n+]([O-])c2ccccc21
    1%	1	-6%	-1%	-0.7	9%	13%	8%	3%

As entered above.
O=C(CNC(=O)c1ccco1)Nc1ccc(OC(F)F)cc1 in FUS suppressor is listed with 4%
COC(=O)Cn1c(N)[n+](Cc2ccccc2)c2ccccc21 in Abeta yeast res is listed with 3%

Screening data from PubChem.
